AID364 – Jurkat cell viability reduction – Jurkat E6.1, NIH starter set, primary screen (AID 364); Jurkat E6.1 viability, ATP luminescence, 48 h; higher % means a stronger effect; inhibition, % at 4 µM, or CC50 in µM where a hit was titrated; 3,300 tested, 2% active;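 active = concentration giving half-maximal inhibition at or below 20 micromolar; inactive = half-maximal concentration above 20 micromolar, or not dose tested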;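 also: 100% = cells treated with 4 µM doxorubicin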
AID772 – HT29 colon tumor cell growth inhibition, primary screen, imaging, high content imaging, 72 h, CellTiter-Glo (AID 772); HT29 cell growth, HCS imaging cell count, 72 h; active compounds read high; growth inhibition, % at 10 µM; 3,300 tested, 0.6% active;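 active = growth inhibition above 90%, meaning viable cell count cut by more than 90% versus vehicle controls; inactive = growth inhibition below 90%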
HT29 cell growth-1 – HT29 colon tumor cell growth inhibition, primary screen, imaging, high content imaging, 48 h, CellTiter-Glo (AID 771). HT29 cell growth, HCS imaging cell count, 48 h; active compounds read high. growth inhibition, % at 10 µM. 3,300 tested, 2% active;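 active = growth inhibition above 90%, meaning viable cell count by imaging cut by more than 90% versus vehicle controls; inactive = growth inhibition below 90%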;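 also: percent fewer viable cells counted by imaging than vehicle controls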
A549 NSCLC growth – A549 NSCLC cell proliferation inhibitors – ATP luminescence, human non-small cell lung line, primary screen (AID 371); A549 growth inhibition, ATP luminescence; active compounds read high; growth inhibition, % at 10 µM; 3,300 tested, 8.4% active;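 active = mean growth inhibition over the two runs of 50% or more; inactive = mean growth inhibition under 50%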;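 also: compound exposure lasted 72 h before the ATP read; 0% = untreated cell signal and 100% = no luminescence left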
HT29 cell growth-2 – HT29 colon tumor cell growth inhibition, primary screen, imaging, high content imaging, 24 h, CellTiter-Glo (AID 770); HT29 cell number by imaging, 24 h; active compounds read high; growth inhibition, % at 10 µM; 3,300 tested, under 10 active;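 active = growth inhibition above 90% in viable cell count at a single dose; inactive = growth inhibition below 90%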
HT29 cell growth-2 condensed nuclei – second read-out of HT29 cell growth-2, no call of its own (marks repeat the call); condensed nuclei, %; measured here: percent cells with condensed nuclei;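 share of cells whose nuclear area falls below control median minus 1.5 SD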
HT29 cell growth-2 ATP viability – also measured in HT29 cell growth-2; calls as there; growth inhibition, %; measured here: ATP CellTiter-Glo viability
HT29 cell growth-1 condensed nuclei – further read-out of HT29 cell growth-1, marked with its call; condensed nuclei, %; measured here: percent cells with condensed nuclei;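 condensed means Hoechst nuclear area under control median minus 1.5 SD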
HT29 cell growth-1 ATP viability – second read-out of HT29 cell growth-1, no call of its own (marks repeat the call); growth inhibition, %; measured here: ATP CellTiter-Glo viability inhibition
AID772 condensed nuclei – further read-out of AID772, marked with its call; condensed nuclei, %; measured here: percent cells with condensed nuclei;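 condensed means nuclear area below control median minus 1.5 SD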
AID772 second – recorded beside AID772, whose call it bears; growth inhibition, %; measured here: ATP CellTiter-Glo viability
An asterisk follows results filed as active; · = no result given.

molecule	HT29 cell growth-2 ATP viability	AID364	A549 NSCLC growth	HT29 cell growth-2 condensed nuclei	HT29 cell growth-2	HT29 cell growth-1 ATP viability	HT29 cell growth-1	HT29 cell growth-1 condensed nuclei	AID772 condensed nuclei	AID772	AID772 second
CCCOc1cccc(-c2nnc(N)s2)c1	-24	7%	14	2.3	-12	-32	-38	3.2	4	55	38
Nc1nnnn1/N=C/c1cccc(Oc2ccccc2)c1	1	2%	9	3.3	0	-5	-30	6.4	2	-44	-14
CC1(C)Cc2c(sc3nc4n(c(=N)c23)CCCCC4)CO1	-1	-7%	4	3.8	-38	-7	-51	1.1	5	13	1
C=CCOC(=O)C(C#N)c1nc2ccccc2nc1N1CCC(C(=O)OCC)CC1 (centres undefined)	7	5%	46	6.0	41	3	49	2.0	9	17	-6
Cc1cc(C)n(C2CCCCC2OC(=O)c2ccccc2)n1 (centres undefined)	15	-6%	0	2.8	9	-16	-56	3.2	5	14	10
Cc1ccc(N2C(=O)c3sc4nnc(C)c(=O)n4c3C2=O)cc1	-5	-2%	-7	2.3	-8	-1	16	3.8	4	6	-5
COCCNC(=O)C(C#N)c1nc2ccccc2nc1N1CCN(Cc2ccc3c(c2)OCO3)CC1 (centres undefined)	15	-5%	12	8.8	66	-15	26	2.5	4	-147	-69
Cc1nc2c(c(=O)n1CC1CCCO1)c1nc3ccccc3nc1n2Cc1ccc2c(c1)OCO2 (centres undefined)	-7	-1%	6	3.1	-6	-10	-14	1.5	2	1	-10
CCOc1cc(CN2CCOCC2)cc(C(C)=O)c1	11	3%	1	3.7	14	-5	30	1.1	3	-22	-31
CCN(CC)C(=O)CSC1=C(C#N)C(c2cccs2)C=C(C)N1 (centres undefined)	-1	2%	0	2.7	26	-2	39	2.2	5	-6	-21
Cc1c(-c2cccs2)[n+](=O)c2c(n1[O-])CCCC2	-1	3%	3	1.6	43	1	31	3.9	4	1	-22
CSc1nnc(C)c(=O)[nH]1	-14	-3%	-4	3.8	-27	-17	17	2.1	2	12	-3
COCCOC(=O)C1=C(C)NC(C)=C(C(=O)OC(C)C)C1c1cccc([N+](=O)[O-])c1 (centres undefined)	-15	-5%	34	1.8	1	·	51	1.1	4	15	3
O=C(O)CCC(=O)Nc1ccc(S(=O)(=O)Nc2nccs2)cc1	-23	-3%	1	1.5	-40	·	17	2.7	4	-31	-16
CC(C)[N+]1(C)[C@@H]2CC[C@H]1CC(OC(=O)C(CO)c1ccccc1)C2 (some centres undefined)	-13	6%	-3	4.2	1	·	-10	4.5	1	23	-5
CC(=O)N/C(=N/c1nc(C)cc(C)n1)Nc1ccc(NC(C)=O)cc1	-2	0%	13	1.7	5	-7	18	1.4	12	9	24
CC(C(=O)N1CCOCC1)N1C(=O)c2ccccc2C1=O (centres undefined)	2	-1%	2	4.3	-6	11	7	1.6	3	4	16
CC(=O)c1ccc(C#CC(C)(C)O)s1	-2	0%	-10	1.8	-40	-3	39	1.4	4	29	7
CN1C(=O)CC(N2CCN(c3ccc(Cl)c(Cl)c3)CC2)C1=O (centres undefined)	-17	17%	20	2.5	-34	-29	-24	2.3	4	-70	-43
Cc1ccc(Cl)c(Nc2ccccc2C(=O)O)c1Cl	-19	7%	45	4.2	19	·	-21	4.1	3	-26	-11
COc1cccc(CNc2ncc(Br)cc2Br)c1O	3	2%	22	8.8	28	10	4	9.6	2	51	19
Cn1c(=O)cc(NCc2ccccc2)[nH]c1=O	-12	-9%	8	4.0	-20	-26	-21	2.4	3	-35	-34
N#CC1=C(C=Nc2ccccc2O)CCC1	0	-5%	-4	2.1	8	-1	16	2.6	2	2	-3
Cc1c(/C(O)=C2\C(=O)C(=O)N(CCN(C)C)C2c2cccnc2)cnn1-c1ccccc1 (centres undefined)	25	5%	-3	7.5	65	24	55	17	11	41	48
CN(CCOC(=O)c1cccc(Br)c1)C(C)(C)C	3	-2%	-4	2.5	7	1	-22	1.9	2	-40	-31

Exported with each value named: four of the compounds above.
> CCCOc1cccc(-c2nnc(N)s2)c1
  HT29 cell growth-2 ATP viability = -24
  AID364 = 7%
  A549 NSCLC growth = 14
  HT29 cell growth-2 condensed nuclei = 2.3
  HT29 cell growth-2 = -12
  HT29 cell growth-1 ATP viability = -32
  HT29 cell growth-1 = -38
  HT29 cell growth-1 condensed nuclei = 3.2
  AID772 condensed nuclei = 4
  AID772 = 55
  AID772 second = 38

> Nc1nnnn1/N=C/c1cccc(Oc2ccccc2)c1
  HT29 cell growth-2 ATP viability = 1
  AID364 = 2%
  A549 NSCLC growth = 9
  HT29 cell growth-2 condensed nuclei = 3.3
  HT29 cell growth-2 = 0
  HT29 cell growth-1 ATP viability = -5
  HT29 cell growth-1 = -30
  HT29 cell growth-1 condensed nuclei = 6.4
  AID772 condensed nuclei = 2
  AID772 = -44
  AID772 second = -14

> CC1(C)Cc2c(sc3nc4n(c(=N)c23)CCCCC4)CO1
  HT29 cell growth-2 ATP viability = -1
  AID364 = -7%
  A549 NSCLC growth = 4
  HT29 cell growth-2 condensed nuclei = 3.8
  HT29 cell growth-2 = -38
  HT29 cell growth-1 ATP viability = -7
  HT29 cell growth-1 = -51
  HT29 cell growth-1 condensed nuclei = 1.1
  AID772 condensed nuclei = 5
  AID772 = 13
  AID772 second = 1

> C=CCOC(=O)C(C#N)c1nc2ccccc2nc1N1CCC(C(=O)OCC)CC1 (centres undefined)
  HT29 cell growth-2 ATP viability = 7
  AID364 = 5%
  A549 NSCLC growth = 46
  HT29 cell growth-2 condensed nuclei = 6.0
  HT29 cell growth-2 = 41
  HT29 cell growth-1 ATP viability = 3
  HT29 cell growth-1 = 49
  HT29 cell growth-1 condensed nuclei = 2.0
  AID772 condensed nuclei = 9
  AID772 = 17
  AID772 second = -6

(list continues)
molecule	HT29 cell growth-2 ATP viability	AID364	A549 NSCLC growth	HT29 cell growth-2 condensed nuclei	HT29 cell growth-2	HT29 cell growth-1 ATP viability	HT29 cell growth-1	HT29 cell growth-1 condensed nuclei	AID772 condensed nuclei	AID772	AID772 second
O=C1C=C(O)CC(c2ccco2)C1 (centres undefined)	-2	1%	4	4.4	1	-33	-34	2.6	4	28	2
NC(=O)CSc1c[nH]c2ccccc12	10	-4%	-2	6.3	28	19	43	1.4	3	-89	-35
CCO/C(C)=N/n1c2nc3ccccc3nc2c2c(=O)n(Cc3ccccc3Cl)c(C)nc21	-14	-8%	12	4.4	-30	3	-12	2.9	3	-21	-31
Cc1cnc(C(=O)NCCc2ccc(S(=O)(=O)NC(=O)NC3CCCCC3)cc2)cn1	-14	2%	3	4.9	6	·	20	3.5	1	-3	-16
c1ccc2c(N3CCCCC3)nc(N3CCCCC3)nc2c1	11	18%	26	4.8	-10	11	16	1.9	5	-26	-8
CCSc1nnc(NC(=O)C(C(F)(F)F)C(F)(F)F)s1	7	0%	8	6.3	26	12	35	1.8	14	23	11
CN(CCO)CC(O)Cn1cnc2c1c(=O)n(C)c(=O)n2C (centres undefined) (tested in a mixture with another compound)	8	-4%	5	3.1	-4	·	49	3.9	3	-8	-21
CCN(CC)CCCN1C(=O)C(=O)/C(=C(/O)c2ccc3c(c2)CC(C)O3)C1c1ccncc1 (centres undefined)	6	3%	2	2.5	-36	-24	-55	2.1	4	41	25
Cc1cc(OCC(=O)Nn2cnnc2)ccc1Br	-4	-8%	4	3.5	-51	-20	0	2.1	4	-24	-1
Cn1ncc(N=Cc2ccccc2)c1C(N)=O	6	-2%	1	2.8	-5	-29	-24	2.4	4	-62	-5
CCCCSc1nnc2n(CCc3ccccc3)c(=O)c3c4c(sc3n12)COC(C)(C)C4	16	-1%	14	4.0	16	22	36	2.1	12	25	10
CC(C)[N+](C)(CCOC(=O)C1c2ccccc2Oc2ccccc21)C(C)C	-2	5%	1	1.4	-4	·	5	0.6	3	27	0
O=C1CCC(=O)N1CN(Cc1ccco1)CN1C(=O)CCC1=O	-12	6%	2	4.4	2	-19	-33	2.2	1	-64	-51
COc1cccc(Cn2c(NCc3ccccn3)nc3c2c(=O)n(C)c(=O)n3C)c1	5	6%	24	0.7	-4	2	-3	3.3	14	7	20
O=C(NCc1ccccc1)C1C(=O)N(Cc2ccccc2)C(=O)C1C1(O)CCCC1 (centres undefined)	-2	-3%	12	1.8	25	6	19	3.3	6	-21	-21
Clc1ccccc1-c1nnc2sc(-c3ccco3)nn12	4	-3%	14	5.0	45	-7	12	2.1	1	-58	-49
NC(=O)OCC(COC(N)=O)c1ccccc1	-8	1%	-7	3.9	31	·	1	3.8	4	44	2
C[C@]12CC[C@@H]3c4ccc(O)cc4CC[C@H]3[C@@H]1CCC2=O	-4	1%	15	4.8	-14	·	35	2.6	4	-32	-11
CC(=O)Oc1cc(C(C)C)c(OCCN(C)C)cc1C	-22	5%	-1	3.7	-17	·	7	3.9	4	34	-5
CCOc1ccc(-c2nc(C#N)c(NCC(C)C)o2)cc1	13	-8%	20	6.1	47	3	36	9.1	4	-1	3
CCCOc1ccc(C2/C(=C(/O)c3ccccc3)C(=O)C(=O)N2CCCN(C)C)cc1OC (centres undefined)	1	1%	-3	2.2	12	5	24	2.3	12	-8	-5
CCCOC(=O)C1[C@H]2C(=O)N(Cc3ccco3)C[C@]23C=C[C@H]1O3 (some centres undefined)	-8	-6%	10	3.8	-10	-17	33	4.6	5	-13	-77
NC(N)=Nc1nc(CSCC/C(N)=N/S(N)(=O)=O)cs1	-14	14%	0	4.7	4	·	22	15	9	-64	-29
Clc1ccc(-c2nnc3sc(Cc4cccs4)nn23)cc1	-1	6%	15	2.5	27	5	15	3.0	11	-29	-2
CN1C(=O)C2(c3ccccc31)C1CCCC=C1C(C#N)=C(N)C2(C#N)C#N (centres undefined)	-19	-5%	16	3.2	-1	-5	41	3.2	3	17	-23
Cc1ccc(N(CN2C(=O)C3CC=CCC3C2=O)C(=O)c2ccco2)cc1Cl (centres undefined)	-10	-1%	14	2.2	0	-5	-6	2.7	8	-49	-34
C=C1c2cc(OC)ccc2NC(=O)N1CC	7	-1%	6	4.7	26	24	48	2.3	9	44	43
COc1ccc(N2C(=O)C3C(C2=O)C2C=CC3C23CC3)c(OC)c1 (centres undefined)	-8	1%	11	3.3	-4	-3	37	4.7	2	-54	-63
CCOC(=O)C1=C(C)NC(=O)NC1c1ccc2c(c1)OCO2 (centres undefined)	3	1%	5	3.4	16	4	11	1.3	4	49	5
Cc1ccc(OCC(O)CNS(=O)(=O)c2ccccc2C(=O)O)cc1 (centres undefined)	-8	-9%	3	5.6	19	-14	19	1.8	4	-41	-36
Cc1ccc(N2C(=O)C3ON(c4ccccc4)C(c4ccncc4)C3C2=O)cc1 (centres undefined)	-3	1%	7	3.4	-10	-28	-12	3.3	3	-15	-70
O=c1c2ccccc2ncn1Cc1ccco1	-10	2%	2	1.5	-79	-14	-31	3.0	6	-92	-30
C/C(CC1(O)C(=O)N(Cc2ccccc2)c2ccccc21)=N\O (centres undefined)	5	-8%	0	2.9	-11	3	31	3.1	3	7	15
COC(=O)c1cc(Br)c(=O)n(Cc2ccco2)c1	-17	-1%	9	3.0	40	-16	49	2.5	5	21	-16
Cn1c(OCc2ccco2)nc2c1c(=O)n(Cc1ccc(Cl)c(Cl)c1)c(=O)n2C	0	2%	59*	2.3	24	23	32	2.3	6	-5	-10
Cc1ccc(-n2ncc3c(NCc4cccnc4)ncnc32)c(C)c1	7	29%	30	13	32	22	56	1.6	3	70	47
Cc1cc(C)nc(N(C#N)CN2C(=O)c3ccccc3C2=O)n1	5	1%	-1	3.1	-7	4	-26	2.8	3	13	-3
Cc1nc2c(c(N3CCOCC3)n1)OCC(=O)N2	5	2%	11	4.9	13	-9	-7	1.5	3	27	10
O=C(NCC1CCCCN1)c1cc(OCC(F)(F)F)ccc1OCC(F)(F)F (centres undefined)	-6	-5%	6	0.6	-6	·	24	1.2	14	13	20
CC(Cc1ccc(O)c(O)c1)C(C)Cc1ccc(O)c(O)c1 (centres undefined)	-1	14%	48	3.9	5	·	10	2.3	1	49	23
COc1ccccc1NC(=O)CSc1nnc(-c2ccc(NC(C)=O)cc2)n1C	-5	-2%	-4	5.7	14	-7	35	3.7	7	-16	-15
CC(C)Cc1nc2n[nH]c(N)c2c2c1CCC2	-5	1%	1	3.0	-22	-1	8	3.7	4	13	-12

Source: PubChem BioAssay

Only part of the results is shown. The share of hits here may be higher or lower than overall.
